FBPA Giardia inh: qHTS Assay for Inhibitors of Fructose-1,6-bisphosphate Aldolase from Giardia Lamblia | A8B2U2 | purified Giardia FBPA | Potency, µM (highest dose often 59.6 µM), for inactives: at the top dose activity, negative = inhibition, most hits filed as inhibitors | 0.71% of 290,000 active; further: potency means the concentration at half of the fitted maximal effect; nearly all actives have a fitted effect of over 55% in size
Target sequence (A8B2U2 whole entry, looked up): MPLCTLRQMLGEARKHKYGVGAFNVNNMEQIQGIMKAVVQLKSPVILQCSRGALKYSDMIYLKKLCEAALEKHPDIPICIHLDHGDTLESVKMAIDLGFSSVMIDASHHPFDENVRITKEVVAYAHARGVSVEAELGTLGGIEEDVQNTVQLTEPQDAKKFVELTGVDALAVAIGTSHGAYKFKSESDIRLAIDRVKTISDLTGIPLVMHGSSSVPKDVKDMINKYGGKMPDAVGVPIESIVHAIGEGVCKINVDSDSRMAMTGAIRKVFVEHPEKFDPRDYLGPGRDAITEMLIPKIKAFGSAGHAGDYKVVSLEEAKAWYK
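Giardia FBPA (40 nM reagent) was preincubated 10 min at RT with compound (up to 57.5 uM final), then substrate plus GAPDH/TPI/NAD/arsenate coupling system with diaphorase/resazurin was added; resorufin fluorescence (525/598 nm) was read after 20 min.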
AmpC inh detg: qHTS Inhibitors of AmpC Beta-Lactamase (assay with detergent) | P00811 | 0.041% of 370,000 active | Potency, µM (series often up to 114 µM), without a hit: top-dose activity change, negative = inhibition, usual class: inhibitors | AmpC hydrolysis of nitrocefin, absorbance 480 nm, 0.01% Triton;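 further: potency means the concentration at half of the fitted maximal effect; 0% = no-compound wells and -100% = no-enzyme wells; nearly all actives have a fitted effect of over 25% in size; some results filed as inactive show a strong effect at the top dose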
Target sequence (P00811 whole entry, looked up): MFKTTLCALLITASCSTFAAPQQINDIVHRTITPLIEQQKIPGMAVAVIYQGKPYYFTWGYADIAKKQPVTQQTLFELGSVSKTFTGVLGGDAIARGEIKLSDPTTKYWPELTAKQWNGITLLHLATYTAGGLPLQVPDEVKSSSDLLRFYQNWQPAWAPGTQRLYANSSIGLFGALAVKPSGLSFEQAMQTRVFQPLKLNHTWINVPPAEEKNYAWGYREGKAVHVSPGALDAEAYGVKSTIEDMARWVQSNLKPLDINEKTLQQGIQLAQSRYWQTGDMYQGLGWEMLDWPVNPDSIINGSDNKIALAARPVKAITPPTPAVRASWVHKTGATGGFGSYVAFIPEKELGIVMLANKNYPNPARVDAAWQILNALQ
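20 mM phosphate pH 7.0 + 0.01% (detergent screen) or 0.0001% Triton X-100; 5.3 nM AmpC reagent; cpd preinc 15 min RT; nitrocefin (800 uM stock) to start; A480 q20 s × 4 min; Activity was normalised to no-enzyme and no-compound control wells.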
HCV inhibitor: qHTS Assay for Inhibitors of Hepatitis C Virus (HCV); Huh7.5.1 HCVcc-Cre infection, luciferase reporter, 44 h; Potency, µM (titrated, usually from 41.8 µM), inactives show at the highest dose activity change, negative = inhibition, actives largely listed as inhibitors; 3.4% of 340,000 active; AID 651820, 2012; further: potency means the concentration at half of the fitted maximal effect
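Cells seeded at 1,000/well and cultured 4 h, then compounds added followed by HCVcc-Cre virus (~0.5 moi). After 44 h further culture, luciferase substrate was added, plates held 15 min at room temperature, and luminescence read for 15 sec.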
HCMV antiviral: qHTS Assay for inhibitors of the human cytomegalovirus (HCMV) | HFF cells, HCMV-luciferase reporter, 72 h; hits give low values | AID 1259415, 2018 | activity change, negative = inhibition, % at 57.5 µM | 4.5% of 410,000 active; in the data active means activity change below about -60%; inconclusive means no clear call, values can overlap the other calls; inactive means above about -39%
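Two-dose cell screen: HFF monolayers treated with compounds and infected with luciferase-expressing HCMV at 1 PFU/cell, 72 h at 37C, then lysed for luciferase measurement.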
AmpC no deterg: qHTS Inhibitors of AmpC Beta-Lactamase (assay without detergent); P00811; AmpC nitrocefin hydrolysis, absorbance 480 nm, 0.0001% Triton; Potency, µM (series often up to 57.1 µM), without a hit: at the highest dose activity change, negative = inhibition, usual class: inhibitors; 0.52% of 330,000 active;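 further: potency means the concentration at half of the fitted maximal effect; plate controls were no compound for no effect and no enzyme for full effect; nearly all actives have a fitted effect of over 20% in size; some results filed as inactive show a strong effect at the top dose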
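20 mM phosphate pH 7.0 + 0.01% (detergent screen) or 0.0001% Triton X-100; 5.3 nM AmpC reagent; cpd preinc 15 min RT; nitrocefin (800 uM stock) to start; A480 q20 s × 4 min; Activity was normalised to no-enzyme and no-compound control wells.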
Sm TGR block: qHTS Assay for the Inhibitors of Schistosoma Mansoni Peroxiredoxins. Schistosoma mansoni thioredoxin glutathione reductase (TGR), Q962Y6. purified TGR, DTNB reduction, TNB absorbance 405 nm. Potency, µM (highest dose often 114 µM), without a hit: top-dose activity change, negative = inhibition, hits mostly inhibitors. 3% of 360,000 active. AID 485364, 2010; further: potency means the concentration at half of the fitted maximal effect; nearly all actives have a fitted effect of over 60% in size
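TGR 20 nM + NADPH 100 uM (dispensed conc.), cpd preinc 15 min RT; start with NADPH (500 uM addition) then DTNB (15 mM addition). Kinetic TNB absorbance, 405 nm filter. Four-parameter Hill fit across titration.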
* hit, by the source's call; ? = inconclusive; . = not tested or not shown; [ ] = another dose, or the depositor's remark. Unless noted, the call rests on the fitted dose curve; in most records, active means well fitted curve in the direction sought with a large enough effect; inconclusive means small, poorly fitted or top-dose-only effect, or another doubt; inactive means no such curve, though single readings can be large; an effect the other way counts as inactive or inconclusive. Unless noted, on the % scale 0 is the no-effect control and ±100 the full control effect.

SMILES	FBPA Giardia inh	AmpC inh detg	HCV inhibitor	HCMV antiviral	AmpC no deterg	Sm TGR block
CCN1CCN(c2ncc3c(n2)CCN(Cc2ccccc2C)C3)CC1	.	6%	.	-5	.	-2%
CCCCNC(=O)NNC(=O)C1CC1(c1ccccc1)c1ccccc1 (stereo not drawn)	1%	-1%	-5%	-6	8%	4%
Cc1ccn(Cc2n[nH]c(=S)n2Cc2ccccc2)n1	-20%	-8%	10%	7	-14%	-7%
CCCCNC(=O)CN1C(=O)NC2(CCCc3ccccc32)C1=O (stereo not drawn)	0%	-7%	7%	-15	-9%	16%
Cc1ccc(NC(=O)N2CCCC2C(=O)NCCC2=CCCCC2)cc1 (stereo not drawn)	0%	?	-20%	-21	-6%	-2%
CCOC(=O)c1sc(NC(NC(=O)c2ccco2)(C(=O)OC)C(F)(F)F)nc1C (stereo not drawn)	2%	-10%	-10%	4	3%	5%
O=C(CNC(=O)c1ccccc1O)N/N=C/c1cc(Br)ccc1OC(=O)/C=C/c1ccco1	1%	-14%	?	-74*	3.2µM*	?
Cc1cc(=O)n2[nH]c(C)c(-c3ccc(Cl)cc3)c2n1	-13%	-2%	?	?	-8%	3%
O=C(CN(Cc1ccccc1Cl)S(=O)(=O)c1ccc(Cl)cc1)N/N=C/c1ccc(C(=O)O)cc1	.	0%	1%	-20	-39%	-3%
O=C(c1ccccc1)N1CCCCC(Sc2nnnn2-c2ccccc2)C1=O (stereo not drawn)	-5%	-1%	7%	27	-20%	1%

Profiles as entered above.
Record of CCCCNC(=O)NNC(=O)C1CC1(c1ccccc1)c1ccccc1 (stereo not drawn) → FBPA Giardia inh = 1%; AmpC inh detg = -1%; HCV inhibitor = -5%; HCMV antiviral = -6; AmpC no deterg = 8%; Sm TGR block = 4%
Record of O=C(CNC(=O)c1ccccc1O)N/N=C/c1cc(Br)ccc1OC(=O)/C=C/c1ccco1 → FBPA Giardia inh = 1%; AmpC inh detg = -14%; HCV inhibitor = ?; HCMV antiviral = -74*; AmpC no deterg = 3.2µM*; Sm TGR block = ?
Record of O=C(CN(Cc1ccccc1Cl)S(=O)(=O)c1ccc(Cl)cc1)N/N=C/c1ccc(C(=O)O)cc1 → FBPA Giardia inh = .; AmpC inh detg = 0%; HCV inhibitor = 1%; HCMV antiviral = -20; AmpC no deterg = -39%; Sm TGR block = -3%

Returning to the listing, starting two compounds before the break.
SMILES	FBPA Giardia inh	AmpC inh detg	HCV inhibitor	HCMV antiviral	AmpC no deterg	Sm TGR block
O=C(CN(Cc1ccccc1Cl)S(=O)(=O)c1ccc(Cl)cc1)N/N=C/c1ccc(C(=O)O)cc1	.	0%	1%	-20	-39%	-3%
O=C(c1ccccc1)N1CCCCC(Sc2nnnn2-c2ccccc2)C1=O (stereo not drawn)	-5%	-1%	7%	27	-20%	1%
Cc1noc(C)c1COc1ccc(C(=O)OCC(=O)Nc2ccc3ccccc3c2)cc1	2%	-8%	2%	106	-28%	0%
C[C@H](NC(=O)[C@@H]1CSC2c3ccccc3C(=O)N21)C(=O)NCCc1ccccc1 (stereo partly drawn)	.	-6%	9%	8	15%	2%
CSCC[C@H](NC(=O)Cc1c(C)c2c(cc(C)c3c(C)coc32)oc1=O)C(=O)O	-10%	-5%	17%	7	-14%	-11%
COc1ccc(N=C2SC(CC(=O)Nc3ccccc3)C(=O)N2CCN2CCOCC2)cc1 (stereo not drawn)	-6%	-2%	-3%	-4	146%[activator]	-8%
N#Cc1nc(Cc2cccc3ccccc23)oc1NCc1ccco1	-7%	-16%	-18%	-1	-39%	?
CCOC(=O)c1c(NC(=O)C2c3ccccc3Oc3ccccc32)sc(C)c1C	.	-1%	.	13	.	-2%
O=C1C=C(c2cc(F)ccc2F)C[C@@H](c2ccc(F)cc2)C1	.	5%	9%	?	-15%	0%
CCOCCCNCc1ccc(OCc2ccccc2C)c(OC)c1	4%	-2%	?	-3	33%	2%
CC1Cc2nc(SCC(N)=O)n(Cc3ccccc3)c(=O)c2S1 (stereo not drawn)	-4%	5%	5%	16	-22%	7%
Cc1cc(N2CCN(C)CC2)ccc1NC(=O)c1ccc(-c2ccc(Cl)cc2)o1	.	-15%	14µM*	?	177%[activator]	-35%
COc1ccc(C2C=C(C)Nc3nc(SC)nn32)cc1 (stereo not drawn)	2%	-9%	-18%	-20	-11%	?
Cc1cc(C)n(CC(=O)N2CCc3ccccc32)c(=O)c1C#N	.	2%	4%	2	-8%	-11%
O=C(COC(=O)c1cnccn1)NC(=O)c1ccccc1	.	-14%	18%	-12	-5%	13%
Cc1cc(NC(=O)CCC(=O)N(c2cccnc2)C(C(=O)NC2CCCC2)c2ccccc2)no1 (stereo not drawn)	11%	-8%	1%	-29	0%	2%
COc1ccccc1OCC(=O)N1CCNC1=O	6%	-10%	11%	-9	-15%	-8%
O=C(CN1NS(=O)(=O)c2ccccc2C1=O)Nc1ccccc1OC(F)F	4%	?	19%	-6	-8%	0%
O=S(=O)(CCN1CCSCC1)c1ccccc1	3%	7%	7%	35	-17%	2%
Cc1cccc(CN2CCc3c([nH]c4ccccc34)C2C(C)(C)C)n1 (stereo not drawn)	-24%	-9%	-31%	89	-11%	16µM*
COc1ccc(CCNC(=O)Cn2cccc2C(=O)c2ccccc2C)cc1OC	2%	?	?	19	53%	2%
CCOc1ccc(-c2cc3c(=O)n(Cc4nc(-c5ccc(OC)cc5OC)oc4C)ccn3n2)cc1Cl	.	5%	.	35	.	6%
CCOc1ccc(NC(=O)CN(C)C(=O)/C=C/c2ccco2)cc1OCC	.	0%	-15%	-22	-10%	?
Cc1cn([C@H]2C[C@H](O)[C@@H](CCC(=O)NCCc3c[nH]c4ccccc34)O2)c(=O)[nH]c1=O	.	.	22%	26	-28%	.
C[C@]12CC[C@@H]3c4ccc(O)cc4CC[C@H]3[C@@H]1C[C@@H](O)[C@@H]2O[C@@H]1O[C@H](C(=O)O)[C@@H](O)[C@H](O)[C@H]1O	-3%	-6%	-2%[8.37 µM]	38	-53%	?
O=C(COc1ccc(F)cc1Cl)NC1CCCCCC1	.	0%	?	-22	17%	-31%
O=C(c1cc(Cl)cc(Cl)c1)N1CCC(=O)N(C(COCc2ccccc2)Cc2ccccc2)CC1 (stereo not drawn)	-13%	-1%	-15%	17	224%[activator]	-18%
C=CCOc1ccc(S(C)(=O)=O)cc1	1%	5%	4%	21	-13%	8%
CCC(=O)Nc1ccc(-c2ccc(NC(=O)CC)c(OC)c2)cc1OC	0%	6%	?	?	2%	.
O=C(N/N=C\c1cccs1)c1sccc1-n1cccc1	?	1%	-26%	-40	-14%	6%
O=C(COC(=O)/C=C/c1ccccc1[N+](=O)[O-])NC1CCS(=O)(=O)C1 (stereo not drawn)	6%	-9%	11%	?	-13%[11.4 µM]	-16%
O=C(Nc1ccc(F)cc1)Nc1nnc(-c2ccco2)s1	-1%	?	-13%	41	-26%	-27%
O=C(NCC(c1cccs1)S(=O)(=O)c1cccs1)c1c(F)cccc1F (stereo not drawn)	.	11%	.	10	.	?
CC1=C(C(=O)Nc2ccc(C)cc2C)C(c2ccccc2[N+](=O)[O-])n2ncc(C(=O)Nc3ccccc3)c2N1 (stereo not drawn)	.	-2%	.	-21	.	-15%
O=C(c1ccccn1)N(Cc1ccco1)C1(C(=O)NC2CCCCC2)CCCCC1	3%	1%	?	-24	27%	-29%
CC(Sc1nnnn1C)C(=O)Nc1ccc2c(c1)OCCO2 (stereo not drawn)	1%	-1%	17%	42	-10%	2%
CC(C)c1c(C(=O)N/N=C/c2ccccc2C(=O)O)nnn1-c1nonc1N	9%	-1%	?	-22	-19%	3%
COc1ccc(OCc2cc(C(=O)N(C)CCC3CCOCC3)no2)c(Cl)c1	.	-5%	-23%	12	155%[activator]	-20%
CCCC1CCc2c(sc(NC(=O)c3cccs3)c2C(N)=O)C1 (stereo not drawn)	0%	2%	-2%	12	-6%	4%
Cc1cccc(C)c1NC(=O)CSc1nc(C)c(CC(=O)c2ccc(Br)cc2)c(C)c1C#N	4%	0%	9%	43	-5%	0%
O=C(COc1cccc2c1CCN(Cc1ccccc1F)C2=O)N1CCOCC1	1%	0%	.	.	26%	5%
Cc1c(/C=N/NC(=O)c2sc3ccccc3c2Cl)cnn1C	-1%	3%	-5%	0	0%	2%
CC(Oc1ccc(F)cc1)C(=O)N1CCC(c2nc3ccccc3s2)CC1 (stereo not drawn)	.	4%	.	-30	.	-2%
CSc1nnc(NC(=O)c2cc(=O)c3cc(C)cc(C)c3o2)s1	0%	-8%	-11%	-20	10%	11%
c1cncc(-c2nnc3n2CCC3)c1	1%	-7%	29%	7	-13%	-24%
CCC(C)OC(=O)c1[nH]c2c(c1C)C(=O)CC(c1ccc(N(C)C)cc1)C2 (stereo not drawn)	-26%	?	?	-2	-3%	-26%
O=C(NCc1ccco1)c1cc(-c2ccccc2)c(N2CCOCC2)s1	1%	-11%	8.9µM*	4	-51%	2%
O=C1[C@@H]2[C@H](C(=O)N1O)[C@H]1C=C[C@@H]2C1	1%	0%	-21%	31	-6%	7%

Random draw from the library; overall some 9.9% were active at least once.
